Assay outcomes from PubChem.
RGS12 GoLoco inh – inhibitors of human Gai1-RGS12 GoLoco interaction (red fluorophore) | P63096 | Gai1:RGS12 GoLoco peptide FP, rhodamine, 10 min | Potency, µM (series often up to 61.6 µM), inactives show top-dose activity, negative = inhibition, actives largely listed as inhibitors | actives 0.44% (n = 230,000) | AID 880; active = well fitted inhibition curve with a large enough effect, not every such curve was filed as active; inactive = no such curve, though single readings can be large or run the other way; also: % is scaled to controls: 0 for no effect and ±100 for the full control effect; nearly all actives have a fitted effect of over 30% in size; many of its hits are not listed in these tables
Target sequence (P63096 whole entry, looked up): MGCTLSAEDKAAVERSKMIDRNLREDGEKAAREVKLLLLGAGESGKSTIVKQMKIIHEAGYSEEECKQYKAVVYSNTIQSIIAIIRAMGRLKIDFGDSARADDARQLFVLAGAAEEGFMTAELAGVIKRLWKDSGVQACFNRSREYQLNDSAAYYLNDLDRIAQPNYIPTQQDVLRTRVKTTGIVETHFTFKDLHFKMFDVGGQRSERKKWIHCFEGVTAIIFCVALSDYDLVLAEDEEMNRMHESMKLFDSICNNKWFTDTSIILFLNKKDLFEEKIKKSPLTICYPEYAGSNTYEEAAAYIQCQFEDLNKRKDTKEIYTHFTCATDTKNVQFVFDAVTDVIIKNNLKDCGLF
Luc counter – blocks Kinase-Glo luciferase, a counter-screen artifact; Kinase-Glo luciferase, ATP luminescence, 8 min; Potency, µM (series often up to 38.3 µM), without a hit: at the highest dose activity change, negative = inhibition, actives largely listed as inhibitors; actives 0.28% (n = 200,000); AID 1379; also: % is scaled to controls: 0 for no effect and ±100 for the full control effect; nearly all actives have a fitted effect of over 60% in size
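Light output from Kinase-Glo luciferase with luciferin and 10 uM ATP in 50 mM imidazole pH 7.2, KCl, MgCl2, Tween 20, BSA; compound pin-delivered, 8-min ambient incubation, then luminescence read.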
NPSR antagonist – blocks cAMP signaling of the human neuropeptide S receptor; Q6W5P4; CHO-NPSR cells, cAMP TR-FRET, antagonist mode; Potency, µM (series often up to 38.3 µM), for the others: at the top dose activity change, negative = inhibition, hits mostly inhibitors; actives 1% (n = 220,000); AID 1461; also: % is scaled to controls: 0 for no effect and ±100 for the full control effect; nearly all actives have a fitted effect of over 50% in size; many of its hits are not listed in these tables
Target sequence (Q6W5P4 whole entry, looked up): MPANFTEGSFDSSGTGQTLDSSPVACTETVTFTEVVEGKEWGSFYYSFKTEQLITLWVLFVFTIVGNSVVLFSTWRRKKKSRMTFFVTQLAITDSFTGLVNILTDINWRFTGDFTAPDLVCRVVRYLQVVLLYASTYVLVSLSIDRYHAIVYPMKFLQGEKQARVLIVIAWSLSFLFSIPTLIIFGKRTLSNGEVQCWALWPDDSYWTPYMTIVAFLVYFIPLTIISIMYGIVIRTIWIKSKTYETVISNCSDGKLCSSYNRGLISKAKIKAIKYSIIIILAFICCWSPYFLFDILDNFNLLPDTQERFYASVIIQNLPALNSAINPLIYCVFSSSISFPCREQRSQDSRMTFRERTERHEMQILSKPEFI
RECQ1 inh – blocks DNA unwinding by human RECQ1. Potency, µM (titrated, usually from 57.3 µM), inactives show at the top dose activity, negative = inhibition, most hits filed as inhibitors. RECQ1 DNA unwinding, red fluorescence kinetic read. actives 0.54% (n = 240,000). P46063;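 also: plate controls were vehicle for no effect and no enzyme for full effect; nearly all actives have a fitted effect of over 30% in size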
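RECQ1T1 50 nM; forked duplex (20 bp + 30-nt ss tails) 200 nM, ATP 2 mM final; pH 8.0, 2 mM MgCl2, 2.5 ug/ml poly(dI-dC); 15 min compound preincubation; discontinuous kinetic read over 2 h at RT.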
SMN2 splice up – increases expression of the SMN2 splice variant; Potency, µM (highest dose often 46.1 µM), for inactives: at the top dose activity change, positive = activation, most hits filed as activators; HEK293 SMN2-luciferase splicing reporter, luminescence, 30-36 h; actives 2.8% (n = 210,000); AID 1458; also: % of control where 0% means no effect; nearly all actives have a fitted effect of over 55% in size
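qHTS luciferase splicing reporter: luminescence rises when SMN2 exon 7 is included in transfected HEK293 cells. Compound exposure lasted 30-36 h at 37C, with 4.5 mM final sodium butyrate as control, followed by a ONE-Glo read.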
KDM4E inh – JMJD2E (human) inhibition. B2RXH2. actives 1.6% (n = 230,000). JMJD2E catalytic domain, FDH-coupled NADH fluorescence (FDH is formaldehyde dehydrogenase). AID 2147. Potency, µM (doses to about 57.1 µM), for the others: at the top dose activity change, negative = inhibition, hits mostly inhibitors; active = well fitted inhibition curve with a large enough effect, not every such curve was filed as active; inconclusive = small, poorly fitted or top-dose-only effect, or another doubt; inactive = no such curve, though single readings can be large or run the other way;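 also: 0% = wells with enzyme and -100% = buffer wells without enzyme; nearly all actives have a fitted effect of over 50% in size; many of its hits are not listed in these tables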
Target sequence (B2RXH2 1-337 limits assumed): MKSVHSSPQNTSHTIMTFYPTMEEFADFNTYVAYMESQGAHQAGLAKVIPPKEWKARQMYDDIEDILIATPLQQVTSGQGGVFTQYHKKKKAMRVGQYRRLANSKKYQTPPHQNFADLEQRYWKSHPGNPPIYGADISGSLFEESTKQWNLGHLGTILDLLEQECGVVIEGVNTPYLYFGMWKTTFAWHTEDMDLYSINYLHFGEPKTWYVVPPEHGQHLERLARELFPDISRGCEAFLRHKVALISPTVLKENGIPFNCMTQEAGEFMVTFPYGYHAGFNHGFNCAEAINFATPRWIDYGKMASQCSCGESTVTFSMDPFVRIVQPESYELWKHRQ
IMPase Li cell – cell-permeable IMPase inhibitors with lithium potentiation; actives 0.35% (n = 210,000); Potency, µM (top dose mostly 59.4 µM), for the others: at the highest dose activity, negative = IMPase inhibition, hits mostly inhibitors; CHO-M1 cells, IP1 TR-FRET (IP-One), carbachol + lithium; AID 1457;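 also: IP1 builds up when IMPase is blocked and the TR-FRET signal falls; plate controls were basal vehicle for no effect and high inhibitor control for full effect; nearly all actives have a fitted effect of over 50% in size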
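Readout is a homogeneous TR-FRET IP1 immunoassay (Ex 320, Em 665 and 620), where raised cytosolic IP1 lowers signal. Cells were CHO-M1 treated 30 min at 37C with test compounds plus a little lithium; AC50 values came from Hill-equation fitting.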
Epigenetic derep – epigenetic control regulation, reporter derepression. AID 1865. actives 0.2% (n = 280,000). Potency, µM (top dose mostly 53.9 µM), for inactives: at the highest dose GFP activation, hits mostly activators. murine LDR cells, GFP reporter derepression, 30 h; also: % of control where 0% means no effect; nearly all actives have a fitted effect of over 60% in size
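In this reporter-derepression format, murine cells bearing a silenced integrated CMV-GFP locus incubate with test compound (30 h, 37 C), then are washed and imaged; fluorescent objects of 20–120 um count as induced cells.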
Numbers without * were called inactive; i = inactive; ? = inconclusive; . = no result given; [ ] = dose if it differs, or a comment. Unless noted, calls follow the shape of the dose curve; as a rule, active = well fitted curve in the direction sought with a large enough effect; inconclusive = small, poorly fitted or top-dose-only effect, or another doubt; inactive = no such curve, though single readings can be large; an effect the other way counts as inactive or inconclusive. Potency is read from the fitted curve at half-maximal effect.

SMILES | RGS12 GoLoco inh | Luc counter | NPSR antagonist | RECQ1 inh | SMN2 splice up | KDM4E inh | IMPase Li cell | Epigenetic derep
N#CC(c1ccccc1)C1CCN(Cc2ccccc2)CC1 (stereo unspecified) | 5.1% | -0.1% | 13.0% | -5.6% | -0.9% | 9.5% | 11.5% | -1.5%
Cc1ccc(S(=O)(=O)N2Cc3ccccc3CC2C(=O)Nc2cc(C)on2)cc1 (stereo unspecified) | 3.7% | 1.0% | ? | i | -13.1% | -6.2% | 4.4%[38.3 µM] | -4.0%
Cc1cccc(NC(=S)N(CCc2ccncc2)C(C)C)c1C | -1.1% | . | 12.3% | -6.5% | . | 23.5% | 2.3% | 1.1%
COc1cc(C2CC(=O)c3cnc(N)nc3C2)cc(OC)c1OC (stereo unspecified) | -1.5% | -1.5% | -17.2%[46.1 µM] | i | 7.7% | 6.1% | 28.1%[38.3 µM] | 1.5%
CCOc1ccccc1NC(=O)COC(=O)/C=C/c1ccc(OC)c(OC)c1 | -2.5% | 0.4% | -3.7% | -6.8% | 17.5% | ? | 20.4% | -0.1%
Cc1cccc(-n2c(C)cc(/C=N\NC(=O)c3cccs3)c2C)c1 | 30.4%[activator] | 5.7% | -16.7% | -8.4% | 2µM* | 0.9% | 18.1% | -0.9%
Brc1ccc2oc(-c3ccn[nH]3)cc2c1 | 2.2% | . | -0.6% | i | . | 0.9% | . | 0.1%
CC(C)(C)C(=O)NC(=S)Nc1ccccc1F | . | . | -4.0%[46.1 µM] | 0.0% | . | ? | . | -1.0%
O=P(O)(OCc1ccccc1)OCc1ccccc1 | -0.6% | . | . | 0.6% | -2.5% | . | ? | .
CC1CCCN(C(=O)CCc2ccccc2)C1 (stereo unspecified) | -7.1% | 2.3% | 6.3% | -1.0% | ? | -6.7% | 0.0% | 3.4%
COc1ccccc1-n1c(CNC(=O)c2cccc([N+](=O)[O-])c2C)n[nH]c1=S | -8.9% | -1.5% | 17.6% | 3.4% | -55.3%[inhibitor] | ? | 2.4% | 1.2%
Cc1ccc(S(=O)(=O)N2CCSC2)cc1C | -1.2% | 9.8% | -19.1%[46.1 µM] | i | -24.6% | 3.2% | -0.7%[38.3 µM] | -0.1%
Clc1ccc(-c2nc(-c3cnccn3)no2)cc1 | 1.9% | . | 4.9% | 2.8% | . | 2.8% | . | 0.7%
Cc1cc(C)c(NC(=O)CN2C(=O)NC(Cc3ccccc3)C2=O)c(C)c1 (stereo unspecified) | 0.9% | . | -33.0% | -10.9% | . | 2.3% | . | 3.2%
c1ccc(-c2cccc(N3CCC4(CCNCC4)CC3)c2)cc1 | -10.5% | -1.1% | . | -6.9% | -27.5% | . | 20.7% | .
Cc1cccn2c(=O)c3cc(C(=O)NCc4ccco4)c(=N)n(CCc4ccccc4)c3nc12 | -1.9% | . | -36.4% | 12.7% | . | ? | . | -1.5%
Cc1cccc(C)c1NC(=S)Nc1ccc(Cl)c(Cl)c1 | 13.7% | 1.3% | -22.2% | i | -31.4%[inhibitor] | -2.2% | 11.2% | 0.0%
COc1ccc(-c2cc(C(F)F)n3ncc(C(=O)N4CCN5CCCC5C4)c3n2)cc1 (stereo unspecified) | 10.7% | 1.7% | 2.2%[46.1 µM] | -0.7% | 8.4% | ? | -3.6%[38.3 µM] | 0.2%
c1ccc(Nc2nnc(SCc3cccc4ccccc34)s2)cc1 | 4.0% | 2.1% | ? | -11.3% | -23.1% | -4.7% | 32.2%[activator][38.3 µM] | 1.0%
CCOc1ccc(NC(=O)c2ccc(Br)o2)c([N+](=O)[O-])c1 | 36.7%[activator] | -3.3% | -7.5%[46.1 µM] | -1.2% | 17.4% | -16.3% | -12.9%[38.3 µM] | ?
c1ccc2c(c1)OCC(c1nnc3sc(-c4ccc5c(c4)OCO5)nn13)O2 (stereo unspecified) | -6.0% | -3.0% | -23.5%[46.1 µM] | 2.4% | -1.0% | ? | -9.5%[38.3 µM] | 0.8%
Cc1ncc([N+](=O)[O-])n1CC(=O)N/N=C/c1ccc(F)cc1 | 5.9% | 1.0% | 9.1% | i | 17.0% | -0.4% | -3.9% | 1.3%
NC(=O)c1nc(-c2cccs2)nc2c1[nH]c(=O)n2-c1ccc(F)cc1 | 7.9% | -0.2% | ? | i | -4.3% | -29.6% | ? | 0.1%
Cc1cc(NC(=O)CSc2c3c(nc4ccccc24)CCC3)no1 | 8.1% | -2.8% | 5.4%[46.1 µM] | -12.0% | 10.8% | 3.8% | 10.0%[38.3 µM] | 1.7%
Cc1sc2ncnc(OCC(=O)Nc3ccc4c(c3)OCCO4)c2c1C | 95.4%[activator] | -0.1% | -2.0%[46.1 µM] | -4.4% | 19.5% | 8.7% | -8.8%[38.3 µM] | 0.1%
NS(=O)(=O)c1ccc(CCNC(=O)COC(=O)C2CCCN2C(=O)c2cccs2)cc1 (stereo unspecified) | -18.6% | -4.3% | 7.7%[46.1 µM] | -7.8% | -2.3% | -2.0% | -5.8%[38.3 µM] | -4.3%
COc1ccccc1OCC(=O)NNC(=O)c1cnccn1 | 8.0% | -2.9% | 5.2%[46.1 µM] | -7.4% | -15.0% | -5.0% | -8.8%[38.3 µM] | -2.3%
COc1ccc(-c2nc(-c3cccc(C)c3)nc(N3CCN(C)CC3)c2C#N)cc1 | 4.8% | -2.1% | -8.7%[46.1 µM] | -0.8% | ? | 1.3% | 9.3%[38.3 µM] | -2.3%
COc1ccc2c(c1)sc(=N)n2C | -32.5% | -5.0% | 24.6% | -1.5% | -50.1%[inhibitor] | -26.2% | -0.7% | -0.7%
COc1ccccc1NC(=O)CSc1nc2c(sc3ccccc32)c(=O)n1CCN(C)C | 6.2% | 2.4% | -38.4% | 14.2% | -20.0% | ? | -4.4% | -0.1%
CN1CCN(CCCN(Cc2cccs2)C(=S)Nc2ccc(Cl)cc2)CC1 | -11.6% | -1.3% | -3.6% | -0.3% | -22.9% | -5.6% | 8.9% | 0.2%
COc1cc(C2CC(=O)N3CN(Cc4ccccc4)CSC3=C2C#N)ccc1OCc1ccccc1 (stereo unspecified) | -15.3% | 2.8% | 5.5%[46.1 µM] | -27.8% | -19.5% | -5.4% | 15.0%[38.3 µM] | 0.0%
COc1ccc(C(=O)Nc2cc(C)c3c(=O)oc4ccccc4c3n2)cc1 | 3.3% | -0.3% | ? | i | 2.2% | -2.1% | -126.4%[38.3 µM] | -0.8%
COc1ccc(C(=O)Nc2nc3ccc(S(C)(=O)=O)cc3s2)cc1OC | 8.6% | -4.0% | -54.3% | -2.7% | . | ? | ? | 6.6%
Cn1c(=O)oc2cc(S(=O)(=O)NCCN3CCN(c4ccccc4F)CC3)ccc21 | 6.7% | -1.4% | 0.6%[46.1 µM] | -11.0% | 2.6% | 8.2% | -5.5%[38.3 µM] | 1.7%
O=C(CSc1ncnc2nc[nH]c12)Nc1nnc(SCc2ccc(Cl)c(Cl)c2)s1 | 16.6% | 3.1% | -36.6% | 20.4% | 6.9% | 8.5% | -2.0% | 1.3%
CCC(C)n1c(SCC(=O)Nc2ccccc2C(F)(F)F)nc2ccsc2c1=O (stereo unspecified) | 0.9% | 1.9% | ? | -7.2% | -18.7% | -1.9% | -13.4%[38.3 µM] | 0.9%
Cc1ccc(S(=O)(=O)Oc2ccc(N3C(=O)C4C5CCC(C5)C4C3=O)cc2)cc1 (stereo unspecified) | 2.6% | -1.0% | -21.3% | -2.5% | -48.4%[inhibitor] | 1.7% | 8.0% | -1.4%
C/C(=N\N1CCN(C)CC1)c1ccc(Cl)c(Cl)c1 | 4.9% | -0.1% | 10.8% | 6.1% | 19.4% | -5.1% | 6.8% | 1.3%
Cc1nc(CNS(=O)(=O)c2ccc3c(c2)OCCO3)cs1 | 3.8% | -5.7% | 5.9%[46.1 µM] | -2.3% | -34.6%[inhibitor] | 5.8% | -12.1%[38.3 µM] | -1.6%
CCCNC(=O)COC(=O)/C=C/c1ccco1 | -13.9% | 2.2% | 9.9% | -2.4% | -16.0% | -0.5% | 10.4% | 0.1%
CC(C)NC(=O)NNC(=O)Cn1nnc(-c2cccc(Cl)c2Cl)n1 | 4.4% | . | -25.2% | i | . | 3.7% | . | 0.0%
O=C(NC1(C(F)(F)F)NC(=O)N(CC2CCCCC2)C1=O)c1ccco1 (stereo unspecified) | . | . | -0.9%[46.1 µM] | -8.4% | . | -5.3% | . | -3.7%
Cc1cc(NC(=O)Cn2cnc3c(nnn3-c3cccc(F)c3)c2=O)no1 | -0.7% | 1.4% | -0.7% | -8.2% | -13.4% | -12.9% | -6.7% | 0.0%
CCOC(=O)c1c(NC(=O)CNC2CCCc3ccccc32)sc(C(N)=O)c1C (stereo unspecified) | 6.9% | 0.7% | -52.8% | -0.8% | -6.4% | ? | -20.7% | -5.4%
Cn1ccnc1SCC(=O)c1ccc(Br)cc1 | 86.3%[activator] | ? | -26.3%[46.1 µM] | -12.7% | 0.1% | -2.1% | -9.9%[38.3 µM] | 8.2%
CN1C(=O)CC(N2CCN(c3ccccn3)CC2)C1=O (stereo unspecified) | -15.2% | -6.8% | 23.7%[46.1 µM] | 2.0% | -21.8% | 5.8% | 4.9%[38.3 µM] | 0.8%
CCOC(=O)c1c(NC(=O)COC(=O)CNC(=O)c2ccco2)sc(C(C)=O)c1C | 25.4% | -0.9% | -2.8% | -2.1% | -11.3% | 1.6% | -8.6% | -1.3%
CC(=O)Nc1cccc(Oc2cnc3ccccc3n2)c1 | 3.8% | -0.9% | -3.6%[46.1 µM] | -5.3% | 3.6% | 6.5% | -2.3%[38.3 µM] | 0.0%
Cc1ccc(-c2nc3ccccc3nc2NN)cc1 | 17.5% | . | 12.4% | -8.4% | . | ? | . | -1.6%
NC(=O)c1cc(N=Nc2c(N)[nH]n(-c3c(Cl)cc(Cl)cc3Cl)c2=O)ccc1Cl | 13.3% | -3.3% | -24.0% | i | -2.9% | -4.1% | 19.6% | 0.0%
COC(=O)C(NNc1ccccc1C)(NC(=O)c1ccc(F)cc1)C(F)(F)F (stereo unspecified) | 8.2% | -12.8% | -14.3%[46.1 µM] | -1.6% | -11.7% | 138.0% | 11.9%[38.3 µM] | 1.6%
CCOC(=O)C1=C(C)NC2=C(C(=O)C(C(=O)OCC)C(c3ccco3)C2)C1c1ccccn1 (stereo unspecified) | 4.0% | 4.4% | -8.4%[46.1 µM] | 8.5% | . | ? | 30.0%[38.3 µM] | -1.0%

An excerpt (hit frequency here may not be typical).
